Dengue inhibitors = Dengue virus cytopathic effect inhibitors, cell-based, CPE readout, HTS (AID 540333). Dengue virus CPE inhibition in host cells; stronger effect = higher value. CPE inhibition, % at 20 µM. 10,000 tested, 3.1% active; in the data active = CPE inhibition mostly above about 9.1%, no sharp cut-off; inactive = mostly below about 7.2%
The depositor's hits bear a star; i = inactive.

SMILES | Dengue inhibitors
Cn1c(=O)c(C(=O)CN2CCN(S(=O)(=O)c3ccccc3)CC2)c(N)n(Cc2ccccc2)c1=O | i
COc1ccc(C(=O)NC(=S)N2CCCCC2)cc1[N+](=O)[O-] | i
O=C(c1ccc(S(=O)(=O)c2ccccc2)cc1)N1CCc2ccccc2C1 | 0.2
COC(=O)c1cc(NS(=O)(=O)c2ccc(NCc3cccnc3)c(N)c2)cc(C(=O)OC)c1 | 0.4
Cc1cc(NC(=O)Cn2nnc(-c3ccccc3N)n2)no1 | i
Cc1ccc(C=Nc2ccccc2C(=O)Nc2ccccc2)cc1 | 0.4
Cc1c(Br)c(C(F)(F)F)nn1CC(=O)NCc1ccccc1 | 0.2
Cc1ccc(S(=O)(=O)C2C(=O)N(C)C3(C)CC2c2ccccc2O3)cc1C (stereo not drawn) | 1.7
CN1CCN(C(=O)/C=C/c2ccc([N+](=O)[O-])cc2)CC1 | 0.1
N=C(N)SCc1cn2ccccc2n1 | 1.9
CN1CCN(S(=O)(=O)c2cccc(C(=O)Nc3sc4c(c3-c3nc5ccccc5[nH]3)CCCC4)c2)CC1 | 0.2
Cc1[nH]c2ccccc2c1C(=O)C(=O)N1CC=C(c2ccccc2)CC1 | 0.3
N#CC(C#N)=C1C=CC=CN1/C(=C\c1ccco1)C(=O)c1ccc(Br)cc1 | 1.0
CCOC(=O)c1ccc(NC(=O)c2c(N)n(C)c(=O)[nH]c2=O)cc1 | 3.3
O=C(CCSCCC(=O)NCc1ccc(F)cc1)NCc1ccc(F)cc1 | i
CN(C)c1ccc(N=Cc2nc(-c3ccccc3)oc2OC(=O)c2ccccc2)cc1 | 0.4
CCCNC(=S)N1CCN(CC)CC1 | 0.3
COCCCNC(=S)NC(=O)c1ccc(C)cc1 | i
CCOC(=O)c1c(-c2ccc(OC)cc2)csc1NC(=O)COc1ccc2c(C)cc(=O)oc2c1 | 1.9
COC(=O)C(C)Sc1ncnc2c1c(-c1ccccc1)cn2-c1ccc(OC)cc1 (stereo not drawn) | 2.8
Cc1ccc(C(=O)Cc2ccccc2)o1 | 0.3
O=C(NCCOc1ccccc1)C1Nc2ccc(OC(F)(F)F)cc2C2C=CCC12 (stereo not drawn) | 2.4
O=C(CSc1nnc2c(Cl)cc(Cl)cn12)N1CCN(c2ccc(F)cc2)CC1 | 0.2
COc1ccc(CCN2C(=O)NC(NC(C)=O)(C(F)(F)F)C2=O)cc1OC (stereo not drawn) | 0.9
COc1cc(NC(=S)NCCc2c[nH]c3ccccc23)c(OC)cc1Cl | i
Cc1cc(C(=O)N/N=C/c2ccc(Cl)c([N+](=O)[O-])c2)c(C)n1-c1ccc(F)cc1 | 1.9
CC(C)(C)c1ccc(CSc2nnc(-c3ccccc3NC(=O)c3ccccc3)o2)cc1 | i
CC1CCN(C(=O)C2CCC(C)(C(=O)O)C2(C)C)CC1 (stereo not drawn) | 1.1
CCCc1cc(=O)[nH]c(SCC(=O)N2CCN(S(=O)(=O)c3ccc4ccccc4c3)CC2)n1 | i
c1ccc(COc2cccc(CNCc3cccs3)c2)cc1 | i
O=[N+]([O-])c1ccc(Cl)cc1Sc1ccccn1 | i
CSc1nc(/C=C2\C=Nc3ccccc32)c(O)n1C | i
COc1cc(N=CC2=C(O)c3ccccc3C2=O)cc(OC)c1 | i
CCCCCCNC(=O)c1ccc(Br)o1 | i
COc1ccc(CCNC(=O)c2ccccc2N(C)S(=O)(=O)c2ccccc2)cc1 | i
CC12COC3(C(=O)Nc4ccc(F)cc4)CC1CCC32C (stereo not drawn) | 0.8
COc1ccc(/C=N/OCC(=O)NC(c2ccccc2)c2ccccc2)cc1OC | 7.4
COc1cc(OC)cc(-c2oc3cccnc3c2C#CCCO)c1 | i
Oc1cccc2ccc[n+](CC(O)Cn3c4ccccc4c4ccccc43)c12 (stereo not drawn) | 0.3
COc1ccc(CCNc2cc(C)nc3c(-c4ccc(Cl)cc4)cnn23)cc1OC | 2.7

Molecules shown so far that have bromine:
SMILES | Dengue inhibitors
Cc1c(Br)c(C(F)(F)F)nn1CC(=O)NCc1ccccc1 | 0.2
N#CC(C#N)=C1C=CC=CN1/C(=C\c1ccco1)C(=O)c1ccc(Br)cc1 | 1.0
CCCCCCNC(=O)c1ccc(Br)o1 | i

The listing continues:
SMILES | Dengue inhibitors
COc1cc(C)ccc1OCCOCCOc1ccccc1[N+](=O)[O-] | i
Cc1ccccc1N1C(=O)C2C3CC(=O)C(c4ccccc43)C2C1=O (stereo not drawn) | i
Cc1cc(C)c(C)c(S(=O)(=O)NNC(=O)c2cccc(S(=O)(=O)N3CCOCC3)c2)c1C | 0.3
COc1cccc(/C=N/Nc2nc3ccccc3n3cnnc23)c1O | i
CCOc1cc(NC(=S)NCCCN2CCOCC2)c(OCC)cc1NC(=O)C(C)C | i
O=C(O)CNc1nc(-c2ccccc2)c2cc([N+](=O)[O-])ccc2n1 | i
Cc1ccc(NC(=O)COC(=O)c2cccc3c2C(=O)c2ccccc2C3=O)c(C)c1 | 0.9
CC(=O)c1cc(-c2ccccc2)n(CC(=O)Nc2cccc(C)c2)c1C | 1.9
CCc1cc2c(=O)c(-c3cnn(-c4ccccc4)c3)c(C)oc2cc1OCC(=O)Nc1ccc(F)c(F)c1 | 5.6
CCOC(=O)CCC(=O)Nc1cccc([N+](=O)[O-])c1 | 0.7
O=C(NC1=NCCS1)c1sc2cc(F)ccc2c1Cl | 0.1
CCCCNC(=S)Nc1cccc(C(C)=O)c1 | 0.1
COC(=O)Cc1ccc(NC(=S)NCc2ccc(Cl)cc2)cc1 | i
Cc1ccc(C(=O)COC(=O)CCC(=O)Nc2ccccc2Cl)cc1[N+](=O)[O-] | 0.8
CC(C)N(Cc1ccccc1)C(=S)Nc1ccc(OC(F)F)cc1 | 1.0
Cc1ccc(O)c(C(=O)/C=C/c2ccc3c(c2)OCCCO3)c1 | 0.9
COC(=O)Cn1c(=NC(=O)c2cc(OC)cc(OC)c2)sc2cc(OC)ccc21 | 0.9
CC(C)(C)c1ccc(-c2nc(NCc3cccnc3)c3ccccc3n2)cc1 | i
O=C(Nc1cc(Sc2ccccn2)cc([N+](=O)[O-])c1)c1cccc(F)c1 | 2.0
COc1ccc(-c2[nH]c(-c3ccc(C)cc3)nc2SCC(=O)Nc2nccs2)cc1 | 1.5
COc1cc(C(=O)NC(=S)Nc2ccc(NC(=O)c3ccco3)cc2)cc(OC)c1OC | 1.7
COc1cccc(C=Nc2ccccc2C(=O)Nc2ccccc2)c1O | 2.6
CC(NC(=S)Nc1c(Cl)cccc1OC(F)F)C(C)(C)C (stereo not drawn) | 1.0
CCn1c2ccccc2c2cc(N=C3SC(CC(=O)Nc4ccccc4OC)C(=O)N3CCOC)ccc21 (stereo not drawn) | 3.7
CC(C)C(=O)NC(=S)N1CCc2ccccc21 | i
CSc1ccc(/C=N/NC(=O)c2cccc(Cl)c2)cc1 | 4.1
CCN(Cc1ccccc1)C(=O)C1CCN(C/C(C)=C/c2ccccc2)CC1 | i
COc1ccc(C(=O)N2C(=S)NC(=O)/C2=C\c2ccc(C)cc2)cc1 | i
Cc1ccc(CNC(=O)c2ccc(N3CCC4(CC3)CC(c3ccccc3)=NO4)c([N+](=O)[O-])c2)cc1 | 0.2
CCC1=CC(c2ccccc2)n2ncnc2N1 (stereo not drawn) | i
CCOC(=O)/C(C#N)=C/c1cn(CCC(=O)O)nc1-c1ccc(Cl)cc1 | 0.6
CSCCC(NC(=O)c1ccc(Cl)cc1)C(=O)OCC(=O)Nc1cc(Cl)ccc1C#N (stereo not drawn) | i
COc1ccc(NC(=O)c2cc3c(s2)CCC(C)C3)cc1S(=O)(=O)N1CCOCC1 (stereo not drawn) | 17*
CC(=O)NC(=S)Nc1ccc(NC(=O)c2cccs2)cc1 | 0.6
COc1ccc(/C=C/C(=O)O)cc1COc1ccccc1C | i
COC(=O)c1cc(C)sc1NC(=O)C1C2C=CC(CC2)C1C(=O)O (stereo not drawn) | 0.5
COc1ccccc1OCCOC(=O)Nc1ccccc1 | 0.0
CC1CCC/C(=N\NC(=S)Nc2ccccc2)C1 (stereo not drawn) | 0.4
CC1(NC(=O)CCc2ccccc2)CCN(CCCc2ccccc2)C1=O (stereo not drawn) | 1.3
COc1cc(/C=N/NC(=O)c2nc(-c3ccccc3)n(-c3ccccc3)n2)ccc1O | 2.2

Retrieved by structure from above:
SMILES | Dengue inhibitors
CSCCC(NC(=O)c1ccc(Cl)cc1)C(=O)OCC(=O)Nc1cc(Cl)ccc1C#N (stereo not drawn) | i
CCn1c2ccccc2c2cc(N=C3SC(CC(=O)Nc4ccccc4OC)C(=O)N3CCOC)ccc21 (stereo not drawn) | 3.7
COc1cc(/C=N/NC(=O)c2nc(-c3ccccc3)n(-c3ccccc3)n2)ccc1O | 2.2
CC1CCC/C(=N\NC(=S)Nc2ccccc2)C1 (stereo not drawn) | 0.4
COc1ccccc1OCCOC(=O)Nc1ccccc1 | 0.0
COc1ccc(NC(=O)c2cc3c(s2)CCC(C)C3)cc1S(=O)(=O)N1CCOCC1 (stereo not drawn) | 17*
CC(=O)NC(=S)Nc1ccc(NC(=O)c2cccs2)cc1 | 0.6

The results go on:
SMILES | Dengue inhibitors
COc1ccc(C(CC(=O)O)NC(=O)Cc2ccccc2)cc1OC (stereo not drawn) | i
Cc1sc(NC(=O)CCC(=O)O)c(C(N)=O)c1-c1ccccc1 | 1.2
CC(C)C(=O)Nc1ccc(NC(=O)c2ccc([N+](=O)[O-])cc2Cl)cc1 | i
CC(=O)Nc1ccc(C(=O)OCc2ccc(Br)cc2)cc1 | i
CC(C)Sc1nnc(CNC(=O)C23CC4CC(CC(C4)C2)C3)n1Cc1ccccc1 | 15*
O=C(NNS(=O)(=O)c1ccc2ccccc2c1)NC1CCCCC1 | i
COCC(C)n1c(C)cc(C(=O)CSc2cc(C)c3ccccc3n2)c1C (stereo not drawn) | 0.9
CCOc1cc(NC(=S)NCC2CCCO2)c(OCC)cc1NC(=O)c1ccc(OC)cc1 (stereo not drawn) | i
O=C(c1ccccc1[N+](=O)[O-])N1CCN(Cc2ccc3c(c2)OCO3)CC1 | 0.3
N=c1c2c(ncn1Cc1ccco1)Oc1ccc3ccccc3c1C2c1ccccc1 (stereo not drawn) | i
Cc1ccc2nc(/C(C#N)=C\c3ccc(Oc4ccc(C(F)(F)F)cc4[N+](=O)[O-])cc3)[nH]c2c1 | 6.7
CCOC(=O)c1csc(NNC=O)n1 | i
CCCCNS(=O)(=O)c1ccc(NC(=O)C2CCCO2)cc1 (stereo not drawn) | i
CC(Sc1nnc(NCc2ccccc2)s1)C(=O)Nc1ccc2c(c1)C(=O)c1ccccc1C2=O (stereo not drawn) | 4.0
N#CC1=C(N)NC(SCC(=O)c2ccc(Br)cc2)=C(C#N)C12CCCCC2 | 1.8
O=S1(=O)N=C(N(CCO)/N=C/C=C/c2ccccc2)c2ccccc21 | 0.4
COc1ccc([N+](=O)[O-])cc1NC(=O)CSCc1ccccc1C | 1.3
COc1cc2c(cc1OC)CN(c1nc(CN3CCOCC3)nc3sc4c(c13)CCC(C)C4)CC2 (stereo not drawn) | i
O=C(C[n+]1cc(-c2ccccc2)n2c1CCC2)OCc1ccccc1 | 0.3
CC(=O)c1cccc(N(CC(=O)Nc2ccc(F)cc2)S(C)(=O)=O)c1 | i
Cc1ccc(NC(=O)CSc2nn(-c3ccc(Cl)cc3)c(=S)s2)cc1S(=O)(=O)N(C)C | 2.5
CC(C)c1ccc(/C=C/C(=O)NC2CCCCC2)cc1 | 0.5
CN(C)S(=O)(=O)c1cccc(NC(=O)CCNC(=O)c2ccccc2Cl)c1 | i
CCOC(=O)[C@H]1[C@H]2COc3ccc(Cl)cc3[C@@H]2N2C(=O)c3cc(C)ccc3NC(=O)[C@@]12C | 13*
Cc1ccc(OCC(=O)Nc2cc(S(=O)(=O)N3CCCCC3)ccc2C)c([N+](=O)[O-])n1 | 3.1
O=C(NCCCN1CCOCC1)c1onc(CSc2ccc(F)c(F)c2)c1C(=O)NCCCN1CCOCC1 | i
Cc1cc(NS(=O)(=O)c2ccc(NC(=O)CSc3nnc(-c4ccco4)n3C)cc2)nc(C)n1 | i
CCCCc1ccc(-n2nnnc2SCC(=O)Nc2cc(OC)c([N+](=O)[O-])cc2C)cc1 | 1.8
CCNC(=S)Nc1scc(-c2ccccc2)c1C(=O)OCC | i
O=C(NCc1ccccc1Cl)c1ccc(-c2ccccc2)cc1 | 2.3
O=S(=O)(c1cccc(NC(=S)NCc2ccco2)c1)N1CCOCC1 | i
O=C(C[n+]1cccc(CNC(=O)c2ccc(OC(F)F)cc2)c1)Nc1cccc(C(F)(F)F)c1 | 0.2
CCN(CC)S(=O)(=O)c1ccc(N2C(=O)Nc3ccccc3N2O)cc1 | i
Cc1ccc2nc(-c3ccc(NC(=O)CCN4C(=O)c5ccccc5C4=O)cc3)sc2c1 | 4.4
CCOC(=O)C1C(=O)C=C(c2ccc(C)cc2)CC1c1cccc([N+](=O)[O-])c1 (stereo not drawn) | 6.9
C=CCn1c(SCC(=O)c2ccc(O)c(O)c2)nnc1-c1cccc(C)c1 | 0.3
NC1=NC(=O)/C(=C/c2cn(CCC(=O)O)nc2-c2ccc(F)cc2)S1 | 0.2
COc1ccc(/C=N/NC(=O)c2ccc(O)cc2)cc1CN1CCCc2ccccc21 | i
Cc1ccc(CSC(Nc2ccc(F)cc2)=C(C#N)C#N)cc1 | 0.8
COc1ccc(OC)c(NC(=S)NCc2cccnc2)c1 | i
CC1C/C(=N\NC(=O)CCc2ccc(S(=O)(=O)N3CCOCC3)cc2)CC(C)(C)C1 (stereo not drawn) | 0.1
Cc1nn(C(C)(C)C)c(N)c1-c1ccccc1 | 0.7
CCCC[C@@H]1CN=C(N)N1CCc1cccc(F)c1 | i
Cc1ccc(NC(=O)CC2SC(=NC3CCCCC3)NC2=O)cc1 (stereo not drawn) | 0.6
O=C1c2ccccc2-c2cccc(C(=O)N3CCCCCC3)c21 | i
Cc1ccc(C(C)C)c(OCC(=O)NN=C2CCCCCCC2)c1 | i
O=C(CCCCC(=O)NC1CCCC1)NC1CCCC1 | 0.3
O=C(/C=C\NCC(=O)c1ccccc1)c1ccc2ccccc2c1 | i
O=C(CSc1nnc(SCc2cccc3ccccc23)s1)N/N=C/C=C/c1ccccc1[N+](=O)[O-] | 0.1
CCN(CC)C(=S)SCC(=O)NC12CC3CC(CC(C3)C1)C2 | 1.2

Compound activity deposited in PubChem BioAssay by Southern Research Specialized Biocontainment Screening Center.

An excerpt; the hit share may differ from the screen's.
